LMNA splice mod: LMNA splicing modulation; actives 0.01% (n = 200,000); HeLa LMNA splicing GFP/RFP minigene ratio, 48 h; AID 1487; Potency, µM (top dose mostly 46.1 µM), for the others: at the top dose ratio change, negative = inhibition, usual class: inhibitors; active = well fitted inhibition curve with a large enough effect in the signal ratio, with a control signal flat, not every such curve was filed as active; inconclusive = small, poorly fitted or top-dose-only effect, or effect the other way, or a change in a side signal; the % refers to the signal ratio; also: potency is read from the fitted curve at half-maximal effect; % is scaled to controls: 0 for no effect and ±100 for the full control effect
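S3 HeLa cells stably expressing lamin A-EGFP splicing minigene plus DsRed2, 600 cells/well, 48 h compound exposure at 37C. Laser-scanning cytometry; analysed as GFP (500-530 nm)/RFP (575-640 nm) total intensity ratio; 0.5% DMSO vehicle.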
IMPase Li cell: membrane-permeable IMPase blocker, potentiated with lithium; CHO-M1 cells, IP1 TR-FRET (IP-One), carbachol + lithium; Potency, µM (series often up to 59.4 µM), for inactives: at the top dose activity, negative = IMPase inhibition, most hits filed as inhibitors; actives 0.35% (n = 210,000); AID 1457;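 also: IP1 builds up when IMPase is blocked and the TR-FRET signal falls; potency is read from the fitted curve at half-maximal effect; plate controls were basal vehicle for no effect and high inhibitor control for full effect; nearly all actives have a fitted effect of over 50% in size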
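Readout is a homogeneous TR-FRET IP1 immunoassay (Ex 320, Em 665 and 620), where raised cytosolic IP1 lowers signal. Cells were CHO-M1 treated 30 min at 37C with test compounds plus a little lithium; AC50 values came from Hill-equation fitting.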
Luc counter: counter-screen: inhibitors of Kinase-Glo firefly luciferase; Potency, µM (series often up to 38.3 µM), for the others: at the top dose activity change, negative = inhibition, most hits filed as inhibitors; Q27757; Kinase-Glo luciferase, ATP luminescence, 8 min; actives 0.28% (n = 200,000); also: potency is read from the fitted curve at half-maximal effect; % is scaled to controls: 0 for no effect and ±100 for the full control effect; nearly all actives have a fitted effect of over 60% in size
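Luminescence was the read-out, taken after 8-minute incubation at ambient temperature. Luciferase turned over luciferin with 10 uM ATP in imidazole pH 7.2 buffer containing KCl, MgCl2, Tween 20 and BSA.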
HTT ATP protect: protects HTT-Q103 PC12 cells, measured by ATP; PC12 HTT-Q103 induced, cytoprotection, ATP luminescence, 40 h; Potency, µM (titrated, usually from 56.4 µM), for the others: cytoprotection (ATP increase), hits mostly activators; actives 0.14% (n = 230,000);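 also: potency is read from the fitted curve at half-maximal effect; % of control where 0% means no effect; nearly all actives have a fitted effect of over 45% in size; toxic huntingtin expression switched on by the ecdysone agonist tebufenozide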
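Huntington model: PC12 line, ecdysone-inducible HTTQ103 exon1–GFP, tebufenozide 100 nM. Test articles in a dose series. Endpoint luminescence from cellular ATP.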
HTT aggregate: reduces HttQ103-GFP aggregates in PC12 cells; PC12 HttQ103-GFP aggregates, Acumen cytometry, 40 h; Potency, µM (titrated, usually from 46.1 µM), without a hit: top-dose activity change, negative = inhibition, usual class: inhibitors; actives 1.1% (n = 220,000); also: potency is read from the fitted curve at half-maximal effect; % is scaled to controls: 0 for no effect and ±100 for the full control effect; nearly all actives have a fitted effect of over 60% in size
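Multiplexed with ATP-based cell death, this channel scores GFP aggregates in PC12 cells expressing inducible HTTex1-Q103-GFP. Induction used 100 nM tebufenozide; compounds were tested in concentration series.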
CBFb-RUNX1 inh: blocks binding between human CBF-beta and RUNX1; Potency, µM (doses to about 59.8 µM), without a hit: at the top dose activity, negative = inhibition, most hits filed as inhibitors; AID 1477; AlphaScreen CBFb-His/RUNX1-biotin binding, biochemical; 230,000 tested, under 10 active; also: % of control where 0% means no effect
Target sequence (Q01196 whole entry, looked up): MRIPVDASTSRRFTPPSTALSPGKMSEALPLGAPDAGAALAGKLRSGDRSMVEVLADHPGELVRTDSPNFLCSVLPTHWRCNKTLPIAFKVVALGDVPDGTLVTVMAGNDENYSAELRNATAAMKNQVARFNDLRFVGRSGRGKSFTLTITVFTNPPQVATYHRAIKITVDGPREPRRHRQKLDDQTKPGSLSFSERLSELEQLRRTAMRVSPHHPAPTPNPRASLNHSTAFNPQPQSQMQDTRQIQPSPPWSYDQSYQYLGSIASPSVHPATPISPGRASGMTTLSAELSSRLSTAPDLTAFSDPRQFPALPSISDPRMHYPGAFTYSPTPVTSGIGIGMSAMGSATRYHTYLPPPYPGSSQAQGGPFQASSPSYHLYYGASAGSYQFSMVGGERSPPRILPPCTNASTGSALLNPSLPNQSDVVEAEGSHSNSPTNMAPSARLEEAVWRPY
Target sequence (Q13951 whole entry, looked up): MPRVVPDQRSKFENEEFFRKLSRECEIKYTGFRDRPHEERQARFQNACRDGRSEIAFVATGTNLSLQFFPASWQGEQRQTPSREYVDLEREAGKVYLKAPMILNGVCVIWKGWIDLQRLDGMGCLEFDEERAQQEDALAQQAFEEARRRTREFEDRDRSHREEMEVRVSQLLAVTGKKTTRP
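CBFb-His/RUNX1-biotin, 30 nM each, preincubated 20 min RT; compound 15 min RT; Ni + streptavidin beads 50 ng each, 90 min RT; AlphaScreen read.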
SMN2 splice enh: enhancers of SMN2 splice variant expression; HEK293 SMN2-luciferase splicing reporter, luminescence, 30-36 h; Potency, µM (highest dose often 46.1 µM), without a hit: top-dose activity change, positive = activation, actives largely listed as activators; actives 2.8% (n = 210,000); AID 1458; also: potency is read from the fitted curve at half-maximal effect; % of control where 0% means no effect; nearly all actives have a fitted effect of over 55% in size
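HEK293 cells carry an SMN2 […]–luciferase reporter in which exon 7 inclusion puts luciferase in frame. Cells were plated 10-12 h before compound addition, then incubated 30-36 h at 37C. ONE-Glo luminescence was read; sodium butyrate at 4.5 mM final served as control.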
* marks the source's active call; other numbers are inactive results; ? = inconclusive; . = not tested or not shown; [ ] = another dose, or the depositor's remark. Unless noted, calls follow the shape of the dose curve; as a rule, active = well fitted curve in the direction sought with a large enough effect; inconclusive = small, poorly fitted or top-dose-only effect, or another doubt; inactive = no such curve, though single readings can be large; an effect the other way counts as inactive or inconclusive.

SMILES	LMNA splice mod	IMPase Li cell	Luc counter	HTT ATP protect	HTT aggregate	CBFb-RUNX1 inh	SMN2 splice enh
COc1cc(/C=N/Nc2ccc(Cl)c(C(=O)O)c2)ccc1OCC(=O)N1C(C)CCCC1C (stereo not given)	.	7%	4%	.	18%	-3%	22%
COC(=O)c1ccc(COC(=O)CCS(=O)(=O)c2ccc(C)cc2)cc1	.	-1%	3%	.	9%	15%	11%
CCn1c(=S)[nH]c2cc(Cl)ccc21	.	.	.	-1%[10 µM]	-8%[9.22 µM]	7%	.
COc1cc(OC)c(OC)cc1/C=N/Nc1nc2ccccc2[nH]1	.	.	.	3%[10 µM]	-1%[9.22 µM]	-8%	.
CC(=O)N(c1cccc(C(F)(F)F)c1)c1nc(/C=C/C(=O)O)cs1	.	.	.	9%[10 µM]	-13%[9.22 µM]	0%	.
O=C(NCCn1ccc2ccccc21)c1ccc2c(c1)OCO2	-8%	26%[38.3 µM]	-3%	9%	5%	2%	8.9µM*
C#CC(N)CCC(=O)O (stereo not given)	?	-7%	-1%	.	.	1%	6%
Cc1nn(-c2cc(Cl)ccc2N)c(=O)c2ccccc12	-2%	19%[38.3 µM]	3%	-17%	4%	22%	25%
CCC(C)NC(=O)Cn1c(-c2ccccc2)cc(C(C)=O)c1C (stereo not given)	.	1%	5%	-21%	-13%	-1%	15%
OCC1(CCOc2ccccc2)CCN(Cc2ccc3c(c2)OCCO3)CC1	.	17%	-7%	13%[10 µM]	-1%[9.22 µM]	-1%	.
Cc1c(N(C)C)nc2ccccc2c1N	7%	26%[38.3 µM]	-2%	9%	11%	2%	-12%
CCS(=O)(=O)N1CCN(CC2CC3C=CC2C3)CC1 (stereo not given)	4%	15%[38.3 µM]	0%	0%	0%	3%	-14%

The list goes on, overlapping the part above by 2 compounds.
SMILES	LMNA splice mod	IMPase Li cell	Luc counter	HTT ATP protect	HTT aggregate	CBFb-RUNX1 inh	SMN2 splice enh
Cc1c(N(C)C)nc2ccccc2c1N	7%	26%[38.3 µM]	-2%	9%	11%	2%	-12%
CCS(=O)(=O)N1CCN(CC2CC3C=CC2C3)CC1 (stereo not given)	4%	15%[38.3 µM]	0%	0%	0%	3%	-14%
O=C(Nc1ccc2nc3n(c(=O)c2c1)CCCC3)c1cc([N+](=O)[O-])ccc1F	?	-7%	1%	-10%[10 µM]	14µM*	6%	-12%
NC[C@@]12CCCC1C1CCC2C1 (stereo not given in full)	5%	8%[38.3 µM]	1%	7%[0.074 µM]	-1%	1%	-6%
CCC1=NC(c2ccc(Br)cc2)N(O)C1(C)C (stereo not given)	4%[46 µM]	4%	-1%	8%	21%	-9%	-5%
CC(=O)c1cc(CN2CCN(Cc3ccc(C)cc3)C(CCO)C2)cs1 (stereo not given)	.	12%	.	-5%[10 µM]	3%[9.22 µM]	1%	.
CCOC(=O)N1CCC(N2C(=O)c3ccccc3C2Nc2cc(Cl)c(OC)cc2OC)CC1 (stereo not given)	-4%	4%	5%	0%	?	-29%	-5%
CCCCN(CCCC)C(=O)CSc1nnc(-c2cc(OC)c(OC)c(OC)c2)o1	?	23%	5%	-2%[10 µM]	?	1%	-54%[inhibitor]
COc1cc2c3cc1Oc1cc(ccc1O)C[C@@H]1c4c(cc(OC)c(O)c4Oc4ccc(cc4)C[C@@H]3N(C)CC2)CC[N+]1(C)C	-11%	30%	.	-16%	1%	19%	-1%
COc1ccc(-c2cc(=O)c3cc(OC)ccc3[nH]2)cc1	-11%	-1%	?	.	-7%	-1%[2.36 µM]	2.5µM*
COc1cc(NC(=O)CSc2nnc3c(n2)[nH]c2ccc(S(=O)(=O)NC(C)C)cc23)cc(OC)c1OC	.	7%	0%	.	22%	-20%	27%
CCOC(=O)c1[nH]c2ccc(OC)cc2c1NC(=O)/C=C/c1ccc2c(c1)OCO2	10%	-20%	3%	.	4%	-4%	?
O=C(COC(=O)c1sc2ccccc2c1Cl)NC1CCCCC1	4%	?	1%	10%[10 µM]	-8%	8%	-2%
Cn1c2ccc(F)cc2c2ncn(Cc3ccccn3)c(=O)c21	.	.	.	6%[10 µM]	30%[9.22 µM]	6%	.
CCOC(=O)OC(C)OC1=C(C(=O)Nc2ccccn2)N(C)S(=O)(=O)c2ccccc21 (stereo not given)	?	.	.	-61%[inhibitor]	-6%	.	.
CCOc1ccccc1C1CC(c2cccs2)=NN1S(C)(=O)=O (stereo not given)	3%[46 µM]	6%	-4%	6%[10 µM]	5%	3%	18%
CCCSc1cc(N)cc([N+](=O)[O-])c1	.	5%	.	-19%	-11%	-4%	.
CC(C)c1ccc(NCCC(=O)c2cccs2)cc1	5%	0%	-3%	24%[10 µM]	28%	-7%	18%

Compounds shown so far with sulfur, in the order listed:
SMILES	LMNA splice mod	IMPase Li cell	Luc counter	HTT ATP protect	HTT aggregate	CBFb-RUNX1 inh	SMN2 splice enh
COC(=O)c1ccc(COC(=O)CCS(=O)(=O)c2ccc(C)cc2)cc1	.	-1%	3%	.	9%	15%	11%
CCn1c(=S)[nH]c2cc(Cl)ccc21	.	.	.	-1%[10 µM]	-8%[9.22 µM]	7%	.
CC(=O)N(c1cccc(C(F)(F)F)c1)c1nc(/C=C/C(=O)O)cs1	.	.	.	9%[10 µM]	-13%[9.22 µM]	0%	.
CCS(=O)(=O)N1CCN(CC2CC3C=CC2C3)CC1 (stereo not given)	4%	15%[38.3 µM]	0%	0%	0%	3%	-14%
CC(=O)c1cc(CN2CCN(Cc3ccc(C)cc3)C(CCO)C2)cs1 (stereo not given)	.	12%	.	-5%[10 µM]	3%[9.22 µM]	1%	.
CCCCN(CCCC)C(=O)CSc1nnc(-c2cc(OC)c(OC)c(OC)c2)o1	?	23%	5%	-2%[10 µM]	?	1%	-54%[inhibitor]
COc1cc(NC(=O)CSc2nnc3c(n2)[nH]c2ccc(S(=O)(=O)NC(C)C)cc23)cc(OC)c1OC	.	7%	0%	.	22%	-20%	27%
O=C(COC(=O)c1sc2ccccc2c1Cl)NC1CCCCC1	4%	?	1%	10%[10 µM]	-8%	8%	-2%
CCOC(=O)OC(C)OC1=C(C(=O)Nc2ccccn2)N(C)S(=O)(=O)c2ccccc21 (stereo not given)	?	.	.	-61%[inhibitor]	-6%	.	.
CCOc1ccccc1C1CC(c2cccs2)=NN1S(C)(=O)=O (stereo not given)	3%[46 µM]	6%	-4%	6%[10 µM]	5%	3%	18%
CCCSc1cc(N)cc([N+](=O)[O-])c1	.	5%	.	-19%	-11%	-4%	.
CC(C)c1ccc(NCCC(=O)c2cccs2)cc1	5%	0%	-3%	24%[10 µM]	28%	-7%	18%

From PubChem
